Pyk2 oligo antag – Pyk2 (human) oligomerization antagonism; Q14289; Q293 cells, Pyk2 FERM NanoBiT luminescence; active compounds read low; z-score (the deposit names both 25 µM and 10 µM); hit rate 0.83% among 99,000; AID 1347419;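 active = Z-score of -3 or lower, scaled per plate to the spread of control and sample wells; inactive = z-score above -3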;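 note: negative z-score means lost luminescence so less FERM oligomerization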
PLAP act – activates human placental alkaline phosphatase; P05187; purified PLAP enzyme, luminescent substrate read-out; active compounds read high; activation fold at 20 µM; hit rate 1.2% among 96,000; AID 696; in the data active = activation fold above about 2
Target sequence (P05187 whole entry, looked up): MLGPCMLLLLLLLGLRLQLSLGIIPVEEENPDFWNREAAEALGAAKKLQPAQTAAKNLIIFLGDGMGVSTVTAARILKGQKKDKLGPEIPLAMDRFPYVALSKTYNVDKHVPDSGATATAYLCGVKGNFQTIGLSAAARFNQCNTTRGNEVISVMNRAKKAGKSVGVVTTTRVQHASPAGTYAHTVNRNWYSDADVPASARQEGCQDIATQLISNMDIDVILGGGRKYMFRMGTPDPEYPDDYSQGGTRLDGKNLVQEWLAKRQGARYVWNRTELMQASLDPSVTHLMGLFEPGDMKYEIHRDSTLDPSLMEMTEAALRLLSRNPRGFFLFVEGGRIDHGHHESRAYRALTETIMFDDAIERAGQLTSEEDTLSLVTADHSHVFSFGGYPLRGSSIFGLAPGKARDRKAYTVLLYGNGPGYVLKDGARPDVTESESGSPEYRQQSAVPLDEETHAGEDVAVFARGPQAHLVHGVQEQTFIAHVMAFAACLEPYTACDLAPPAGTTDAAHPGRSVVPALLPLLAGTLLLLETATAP
CYP2C19 act – increases human CYP2C19 enzyme activity. P33261. recombinant CYP2C19, luciferin-H EGE luminescence; active compounds read high; 0 = fully inhibited enzyme, 1 = untreated enzyme. activation factor at 5 µM. 96,000 tested, under 10 active. AID 1025;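 active = activation factor of at least 2 at 5 µM in the primary screen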;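 note: 0 = wells with 2.5 mM tranylcypromine and 1 = vehicle-only wells; values of inactives mirror those of a sister screen read the other way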
Target sequence (P33261 whole entry, looked up): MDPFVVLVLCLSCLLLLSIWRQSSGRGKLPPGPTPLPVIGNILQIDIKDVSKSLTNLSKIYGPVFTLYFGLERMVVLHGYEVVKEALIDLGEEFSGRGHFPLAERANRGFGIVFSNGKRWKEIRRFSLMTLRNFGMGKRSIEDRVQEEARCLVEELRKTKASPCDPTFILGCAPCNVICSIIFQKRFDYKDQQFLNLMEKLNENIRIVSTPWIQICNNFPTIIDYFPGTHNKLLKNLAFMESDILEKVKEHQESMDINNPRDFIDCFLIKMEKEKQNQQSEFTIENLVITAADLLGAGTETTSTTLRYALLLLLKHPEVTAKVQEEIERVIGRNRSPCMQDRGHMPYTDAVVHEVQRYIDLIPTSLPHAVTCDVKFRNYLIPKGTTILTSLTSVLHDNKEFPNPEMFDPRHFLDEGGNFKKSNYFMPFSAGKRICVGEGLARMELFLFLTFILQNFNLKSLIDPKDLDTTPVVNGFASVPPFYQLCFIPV
CYP2C9 inh – blocks human cytochrome P450 2C9; CYP2C9 Supersomes, luciferin-H conversion, luminescence; P11712; hit rate 20% among 96,000; AID 777; inhibition, % at 5 µM;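 active = blocking of liver enzyme CYP2C9 beyond about 50% at 5 µM, limit read from the data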; note: values of inactives mirror those of a sister screen read the other way
CYP2C19 inh – blocks human cytochrome P450 2C19; inhibition, % at 5 µM; hit rate 21% among 96,000; P33261; CYP2C19 Supersomes, luciferin-H EGE luminescence, 30 min;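 active = CYP2C19 inhibition above a set limit at 5 µM in the primary screen, cut at about 50% in these data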;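 note: plate controls were negative control wells for no effect and 2.5 mM tranylcypromine positive control for full effect; values of inactives mirror those of a sister screen read the other way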
MT1-MMP txn act – MT1-MMP promoter transcription activation; HT1080 MT1-MMP promoter luciferase reporter, luminescence, overnight; active compounds read high; hit rate 0.16% among 86,000; activation factor at 10 µM;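 active = activation factor of at least 2 for MT1-MMP transcription at 10 µM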
CYP2C9 act – CYP2C9 (human) activation | hit rate 1.4% among 96,000 | recombinant CYP2C9, luciferin-H conversion, luminescence; active compounds read high; factor 1 = untreated enzyme, 0 = blocked | activation factor at 5 µM;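 active = activation factor of 2 or more for CYP2C9 at a 5 µM dose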;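 note: 0 = sulfaphenazole-blocked wells and 1 = vehicle-only wells; values of inactives mirror those of a sister screen read the other way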
CD11b adhes enh – enhancers of human CD11b/CD18 binding to fibrinogen; P05107+P11215; K562 CD11b/CD18 adhesion to fibrinogen, ATPlite luminescence; activation, % at 10 µM; hit rate 0.07% among 93,000; AID 1499;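 active = 10 µM primary screen giving 50% or more activity, confirmed by 40% or more on retest at that dose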; note: strong numbers were not always called active; reference of the scale not given here
CD11b adhes inh – blocks human CD11b/CD18 adhesion to fibrinogen | inhibition, % at 10 µM | K562 CD11b/CD18 adhesion to fibrinogen, ATPlite luminescence; Mn2+ added to activate the integrin | AID 1497 | P05107+P11215 | hit rate 0.54% among 93,000;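 active = primary inhibition of 50% or more at 10 µM, then 40% or more on retest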; note: some results filed as inactive read as strong as hits
* = called active by the depositor; . = not tested or not shown.

item	Pyk2 oligo antag	PLAP act	CYP2C19 act	CYP2C9 inh	CYP2C19 inh	MT1-MMP txn act	CYP2C9 act	CD11b adhes enh	CD11b adhes inh	Molecule
1	1.33	1.1	0.9	14.4	11.9	1.1	0.9	.	.	COc1ccc(C2CC(=O)n3c(nc4ccccc43)S2)cc1OC (centres undefined)
2	-0.71	1	1	-7.1	-4.4	1.1	1.1	.	.	CCc1cc(=O)oc2cc(C)cc(OC(C)C(=O)O)c12 (centres undefined)
3	0.93	1	1.2	-17.5	-15.3	1.2	1.2	2.9	15.8	Cc1c(NC(=O)C2CCCN2S(=O)(=O)c2ccc(Cl)cc2)c(=O)n(-c2ccccc2)n1C (centres undefined)
4	-0.66	0.8	0.9	4.8	12.4	1.1	1	3.4	-27.7	O=C(COC(=O)C1(c2ccccc2F)CCCC1)NC1CCS(=O)(=O)C1 (centres undefined)
5	-0.8	1.6	0	86.2*	96.7*	1.4	0.1	3.3	-14.1	COc1ccccc1CNn1c(-c2cccc(C)c2)nc2ccccc2c1=O
6	-0.03	1	0.9	1.5	12.5	.	1	5.4	-6.4	S=C(Nc1ccc(Cl)cc1)c1nc2ccccc2s1
7	0.78	1	0.9	10.9	12.4	1	0.9	-2.9	-19.5	Cc1ccc(SCc2cc(=O)[nH]c(N3CCN(C)CC3)n2)cc1
8	1.06	1.1	1	-8.9	2.2	1.1	1.1	2.3	0.9	CCn1c(=O)cc(OCC(=O)Nc2cccnc2)c2ccccc21
9	-0.04	0.8	1	21.9	1.6	1	0.8	1.8	-8.4	Cc1c(NC(=O)CSc2nnc3sc4ccccc4n23)c(=O)n(-c2ccccc2)n1C
10	-0.7	1.2	0.8	1.8	17.9	1.3	1	-1.4	2.9	O=C(O)CCCn1nc(C(F)(F)F)c2c1CCCCC2
11	0.92	1	0.9	33.0	6.0	1.1	0.7	-2.2	-21.2	CC(=O)N1CCc2cc(S(=O)(=O)NCCC(=O)Nc3cccc(C)c3)ccc21
12	1.23	0.9	1	-7.1	-4.0	1.2	1.1	3.1	5.0	CNC(=O)c1nnn(-c2ccccc2)c1C(=O)NC
13	0.26	0.9	1.1	-1.0	-7.3	1.4	1	-3.9	5.4	Cn1c(=O)n(C)c2cc(S(=O)(=O)NCCOCCO)ccc21
14	.	0.9	0.6	78.5*	41.9	.	0.2	4.4	-12.6	CCn1c(SCC(=O)NC2CCCC2)nnc1-c1c[nH]c2ccccc12
15	0.35	0.9	1	34.1	3.5	1.1	0.7	1.3	8.1	COC(=O)CSc1nnc(-c2ccc(S(=O)(=O)NCc3ccccc3Cl)cc2)o1
16	-1.37	1.4	0.4	86.6*	64.3*	1	0.1	-10.6	-16.8	Cc1ccc(-n2ncc(C(=O)NCc3ccc4c(c3)OCO4)c2NC(=O)c2ccco2)cc1C
17	0.51	0.9	1.1	-3.5	-15.0	1.1	1	-3.1	-16.0	Cc1ccc(CSc2nc3c(cc2C#N)CCC3)cc1
18	0.28	1	0.3	90.0*	69.5*	1.1	0.1	0.3	-6.0	O=C(CN1CCN(c2ccccc2)CC1)Nc1nccs1
19	1.45	0.8	1	9.2	1.0	1.4	0.9	-2.1	-3.7	COCCSc1nnc(NC(=O)C2CCCO2)s1 (centres undefined)
20	0.84	1.8	0.6	70.7*	36.5	1.2	0.3	3.1	73.5	Cc1ccc(-c2nnc(CSc3nnc(COc4ccccc4)n3-c3ccc(C)cc3)o2)cc1
21	-0.53	0.9	1.2	-9.1	-16.5	1.5	1.1	-0.4	-20.6	Cc1ccc(C)c(NC(=O)c2ccc3ccccc3n2)c1
22	-0.15	1.6	0.7	37.5	25.2	.	0.6	.	.	Cc1c(N2C(=O)/C(=C/c3ccccc3)SC2=S)c(=O)n(-c2ccccc2)n1C
23	-2.9	1.4	1	8.4	2.8	.	0.9	-4.8	62.9	Cc1nc2cc(Nc3nnc(-c4ccccc4)c4ccccc34)ccc2n1C
24	0.08	1.8	1	-6.2	-4.9	.	1.1	-5.0	-5.6	Cc1cc(C(=O)NNC(=S)NCC(C)C)no1
25	1.03	1.2	0.8	4.1	23.0	1.2	1	1.0	-5.9	C/C(=N\S(=O)(=O)c1ccc(C)cc1)N1CCN(S(=O)(=O)c2ccccc2)C1
26	0.76	0.8	0.8	34.2	17.7	1.2	0.7	3.7	3.1	COc1ccc(NC(=O)CSc2ncnc3c2cnn3Cc2ccccc2)cc1OC
27	-0.79	0.9	0.1	2.6	89.3*	1	1	-0.1	-4.2	COc1ccc(NC(=O)CN2CCC(C)CC2)cc1
28	0.31	1.1	1.1	-12.5	-11.6	.	1.1	-2.8	10.0	O=C(c1cc2ncc(Br)cn2n1)N1CCOCC1
29	-1.15	1.3	0.7	35.6	25.8	1.3	0.6	-2.0	13.2	COc1ccc(-n2c(C)c([N+](=O)[O-])c3ccc(O)c(CN4CCCCC4)c32)cc1
30	0.06	0.9	0.7	43.6	32.4	1	0.6	0.3	-2.3	CCN(CC)S(=O)(=O)c1ccc(NC(=O)CSc2nnc(-c3ccc(F)cc3)o2)cc1

Some entries already given, reduced to Pyk2 oligo antag, PLAP act and CYP2C19 act:
cpd | Molecule | Pyk2 oligo antag | PLAP act | CYP2C19 act
11 | CC(=O)N1CCc2cc(S(=O)(=O)NCCC(=O)Nc3cccc(C)c3)ccc21 | 0.92 | 1 | 0.9
18 | O=C(CN1CCN(c2ccccc2)CC1)Nc1nccs1 | 0.28 | 1 | 0.3
29 | COc1ccc(-n2c(C)c([N+](=O)[O-])c3ccc(O)c(CN4CCCCC4)c32)cc1 | -1.15 | 1.3 | 0.7
15 | COC(=O)CSc1nnc(-c2ccc(S(=O)(=O)NCc3ccccc3Cl)cc2)o1 | 0.35 | 0.9 | 1
20 | Cc1ccc(-c2nnc(CSc3nnc(COc4ccccc4)n3-c3ccc(C)cc3)o2)cc1 | 0.84 | 1.8 | 0.6
19 | COCCSc1nnc(NC(=O)C2CCCO2)s1 (centres undefined) | 1.45 | 0.8 | 1

Taken from above:
#10 in CYP2C19 inh → 17.9
#29 in CYP2C9 inh → 35.6

Among those listed so far, these have an NH in an aromatic ring:
item	Pyk2 oligo antag	PLAP act	CYP2C19 act	CYP2C9 inh	CYP2C19 inh	MT1-MMP txn act	CYP2C9 act	CD11b adhes enh	CD11b adhes inh	Molecule
7	0.78	1	0.9	10.9	12.4	1	0.9	-2.9	-19.5	Cc1ccc(SCc2cc(=O)[nH]c(N3CCN(C)CC3)n2)cc1
14	.	0.9	0.6	78.5*	41.9	.	0.2	4.4	-12.6	CCn1c(SCC(=O)NC2CCCC2)nnc1-c1c[nH]c2ccccc12

(more compounds)
item	Pyk2 oligo antag	PLAP act	CYP2C19 act	CYP2C9 inh	CYP2C19 inh	MT1-MMP txn act	CYP2C9 act	CD11b adhes enh	CD11b adhes inh	Molecule
31	-0.06	1.2	1.1	-23.1	-9.6	1.1	1.2	-0.6	2.2	COCCNC(=O)Cn1nc(C)c2ccccc2c1=O
32	1.05	1.2	0.8	0.0	20.6	1.2	1	-2.1	-2.0	CN(C(=S)NC1=CCS(=O)(=O)C1)C1CCCCC1
33	-0.65	1.1	0.7	40.4	34.9	1.2	0.6	6.4	-18.7	C/C=C/c1ccc(Oc2nnnn2-c2ccc(C(N)=O)cc2)c(OC)c1
34	1.27	1.2	1	19.8	0.4	1.1	0.8	-2.6	7.7	O=C(c1ccccc1)C1C(=O)c2ccccc2C1=O
35	-0.86	0.9	1.2	11.5	-18.7	.	0.9	33.5	-2.9	Cc1cccc(N/C=C/c2onc(C)c2[N+](=O)[O-])c1
36	-0.53	1	0.8	2.5	22.5	1.1	1	0.3	-2.5	CC1(C)CC(=O)C(C=Nc2ccccc2C(=O)O)=C(O)C1
37	-0.15	0.9	0.1	85.2*	85.7*	1	0.1	5.0	-7.9	CCCCNc1nc(-c2ccccc2)nc(-n2ccnc2)n1
38	0.06	1	0.7	11.2	32.1	1.3	0.9	-2.6	-6.0	COCCCNC(=O)Cn1cc(C(=O)C2CC2)c2ccccc21
39	-0.11	0.9	0.9	-10.3	9.6	.	1.1	-2.2	2.9	NC(=O)C1CCN(C(=O)c2ccc(-c3ccccc3)cc2)CC1
40	0.56	1.2	0.9	43.1	7.4	1.1	0.6	.	.	Cc1ccccc1-c1noc(N)c1C#N
41	1.63	1	1.2	-31.6	-17.4	1	1.3	-1.3	-29.3	O=C(Nc1ccc(CN2CCOCC2)cc1)c1cccc(F)c1
42	0.05	0.9	1	-12.3	4.3	1.2	1.1	-0.6	3.7	COc1ccc(NC(=O)c2ccccc2SC)cc1OC
43	-2.61	1	1	38.3	2.8	1.2	0.6	.	.	CCSc1nnc(NC(=O)CSc2nc3c(c(=O)n2CC)SC(C)C3)s1 (centres undefined)
44	-0.3	1.7	0.6	95.3*	43.1	1	0	-1.8	-7.4	Cc1c(C(=O)N(C)Cc2ccccc2)oc2ccc(S(=O)(=O)N3CCCC3)cc12
45	0.19	1	0.4	80.1*	57.9*	1	0.2	-3.4	0.7	CCOC(=O)[C@H]1CCC[C@@H](NS(=O)(=O)c2ccc(NC(C)=O)cc2)C1
46	0.51	0.9	0.7	35.7	25.7	1.1	0.6	-2.1	-44.7	O=C(Nc1nncs1)c1cccc(S(=O)(=O)N2CCCC2)c1
47	0.4	1.1	1	-8.5	1.2	1.1	1.1	10.9	-21.0	CN1CCN(CCNC(=O)Nc2ccccc2C(F)(F)F)CC1
48	-1.22	0.7	0	91.6*	96.1*	1.5	0.1	1.6	1.1	CCOC(=O)c1cccc(NC(=O)c2cc3sccc3n2C)c1
49	-1.64	0.9	0.1	1.2	94.8*	1.1	1	0.7	6.9	Cc1ccc2cccc(Oc3nnnn3-c3ccccc3)c2n1
50	0.3	0.8	0.6	31.6	42.5	1.5	0.7	4.1	-26.4	O=C(COc1cccc(NC(=O)c2ccco2)c1)c1ccccc1
51	0.19	1	1.1	-15.0	-14.5	1.2	1.1	-0.3	12.2	COc1ccc(C(CC(=O)O)NC(C)=O)cc1OC (centres undefined)
52	0.19	1.2	1	56.8*	3.0	1	0.4	-2.3	-12.9	CCOC(=O)CSC1=Nc2ccccc2C2=NC(CC(=O)NCc3ccccc3)C(=O)N12 (centres undefined)
53	.	0.9	0.9	8.4	6.3	1.1	0.9	3.8	-13.0	CN(C)S(=O)(=O)c1ccc2c(c1)c(=O)c(C(=O)N1CCOCC1)cn2C
54	-0.92	1.3	0.9	12.6	11.4	1.1	0.9	-7.3	-9.1	CCOC(=O)c1cn(CC)c2cc(N3CCSCC3)c(F)cc2c1=O
55	.	1	1.1	3.1	-14.6	.	1	-5.6	4.0	CC1=NOC(=O)/C1=C/c1ccc(N(C)C)cc1
56	0.66	1	0.8	8.1	21.2	1.1	0.9	-2.5	-12.4	CCCCNC(=O)c1ccccc1Cl
57	.	0.9	0.8	-8.7	24.2	1.1	1.1	-4.5	-7.9	CSC1=NCCN1C(=O)Cc1ccc(F)cc1
58	-0.66	1.5	0.8	23.3	21.9	0.8	0.8	.	.	CCN(CC)CCNc1ncnc2c1sc1nc(N3CCOCC3)c3c(c12)CC(C)(C)SC3
59	-0.61	1.2	0.8	36.8	16.1	1.1	0.6	-1.2	-4.5	CCOc1ccc(-n2cc(C(=O)N3CCCCCC3)c3cc(OC)c(OC)cc3c2=O)cc1
60	-0.56	0.8	0.9	26.5	9.1	1.2	0.7	0.5	-19.6	CCOC(=O)/C=C/S(=O)(=O)c1ccc(NC(C)=O)cc1
61	0.69	1.1	1.2	-13.7	-18.6	1.1	1.1	0.2	7.5	Cn1c(=O)n(C)c(=O)n(CC(=O)N2CCCCC2)c1=O

Grouped by structure, the entries above with a thiophene ring, fused or not.
item	Pyk2 oligo antag	PLAP act	CYP2C19 act	CYP2C9 inh	CYP2C19 inh	MT1-MMP txn act	CYP2C9 act	CD11b adhes enh	CD11b adhes inh	Molecule
48	-1.22	0.7	0	91.6*	96.1*	1.5	0.1	1.6	1.1	CCOC(=O)c1cccc(NC(=O)c2cc3sccc3n2C)c1
58	-0.66	1.5	0.8	23.3	21.9	0.8	0.8	.	.	CCN(CC)CCNc1ncnc2c1sc1nc(N3CCOCC3)c3c(c12)CC(C)(C)SC3

Compound activity: PubChem BioAssay, Sanford-Burnham Center for Chemical Genomics
